Bioassay records: PubChem BioAssay, several laboratories
Yp Topo-I inh – Y. pestis Topo-I inhibition via cleavage products; Y. pestis Topo-I cleavage product accumulation, plate reader; activity, % at 10 µM; 360,000 compounds, 0.064% hits; in the data active = activity above about 50%, passing the limit was not always enough; inconclusive = no clear call, values can overlap the other calls; also: inactives centre near 2
BoNT A protease – inhibitors of Botulinum neurotoxin A light chain protease | inhibition, % at 10 µM | 360,000 compounds, 0.17% hits | multiplex microsphere protease substrate cleavage, flow cytometry; also: plate controls were buffer without enzyme for full effect and enzyme alone for no effect
TcdB inh – TcdB glycohydrolase inhibition | TcdB glycohydrolase enzymatic assay, plate reader | inhibition, % at 9.99 µM | AID 652162 | 350,000 compounds, 0.24% hits; in the data active = inhibition above about 10%
Target sequence (P18177 whole entry, looked up): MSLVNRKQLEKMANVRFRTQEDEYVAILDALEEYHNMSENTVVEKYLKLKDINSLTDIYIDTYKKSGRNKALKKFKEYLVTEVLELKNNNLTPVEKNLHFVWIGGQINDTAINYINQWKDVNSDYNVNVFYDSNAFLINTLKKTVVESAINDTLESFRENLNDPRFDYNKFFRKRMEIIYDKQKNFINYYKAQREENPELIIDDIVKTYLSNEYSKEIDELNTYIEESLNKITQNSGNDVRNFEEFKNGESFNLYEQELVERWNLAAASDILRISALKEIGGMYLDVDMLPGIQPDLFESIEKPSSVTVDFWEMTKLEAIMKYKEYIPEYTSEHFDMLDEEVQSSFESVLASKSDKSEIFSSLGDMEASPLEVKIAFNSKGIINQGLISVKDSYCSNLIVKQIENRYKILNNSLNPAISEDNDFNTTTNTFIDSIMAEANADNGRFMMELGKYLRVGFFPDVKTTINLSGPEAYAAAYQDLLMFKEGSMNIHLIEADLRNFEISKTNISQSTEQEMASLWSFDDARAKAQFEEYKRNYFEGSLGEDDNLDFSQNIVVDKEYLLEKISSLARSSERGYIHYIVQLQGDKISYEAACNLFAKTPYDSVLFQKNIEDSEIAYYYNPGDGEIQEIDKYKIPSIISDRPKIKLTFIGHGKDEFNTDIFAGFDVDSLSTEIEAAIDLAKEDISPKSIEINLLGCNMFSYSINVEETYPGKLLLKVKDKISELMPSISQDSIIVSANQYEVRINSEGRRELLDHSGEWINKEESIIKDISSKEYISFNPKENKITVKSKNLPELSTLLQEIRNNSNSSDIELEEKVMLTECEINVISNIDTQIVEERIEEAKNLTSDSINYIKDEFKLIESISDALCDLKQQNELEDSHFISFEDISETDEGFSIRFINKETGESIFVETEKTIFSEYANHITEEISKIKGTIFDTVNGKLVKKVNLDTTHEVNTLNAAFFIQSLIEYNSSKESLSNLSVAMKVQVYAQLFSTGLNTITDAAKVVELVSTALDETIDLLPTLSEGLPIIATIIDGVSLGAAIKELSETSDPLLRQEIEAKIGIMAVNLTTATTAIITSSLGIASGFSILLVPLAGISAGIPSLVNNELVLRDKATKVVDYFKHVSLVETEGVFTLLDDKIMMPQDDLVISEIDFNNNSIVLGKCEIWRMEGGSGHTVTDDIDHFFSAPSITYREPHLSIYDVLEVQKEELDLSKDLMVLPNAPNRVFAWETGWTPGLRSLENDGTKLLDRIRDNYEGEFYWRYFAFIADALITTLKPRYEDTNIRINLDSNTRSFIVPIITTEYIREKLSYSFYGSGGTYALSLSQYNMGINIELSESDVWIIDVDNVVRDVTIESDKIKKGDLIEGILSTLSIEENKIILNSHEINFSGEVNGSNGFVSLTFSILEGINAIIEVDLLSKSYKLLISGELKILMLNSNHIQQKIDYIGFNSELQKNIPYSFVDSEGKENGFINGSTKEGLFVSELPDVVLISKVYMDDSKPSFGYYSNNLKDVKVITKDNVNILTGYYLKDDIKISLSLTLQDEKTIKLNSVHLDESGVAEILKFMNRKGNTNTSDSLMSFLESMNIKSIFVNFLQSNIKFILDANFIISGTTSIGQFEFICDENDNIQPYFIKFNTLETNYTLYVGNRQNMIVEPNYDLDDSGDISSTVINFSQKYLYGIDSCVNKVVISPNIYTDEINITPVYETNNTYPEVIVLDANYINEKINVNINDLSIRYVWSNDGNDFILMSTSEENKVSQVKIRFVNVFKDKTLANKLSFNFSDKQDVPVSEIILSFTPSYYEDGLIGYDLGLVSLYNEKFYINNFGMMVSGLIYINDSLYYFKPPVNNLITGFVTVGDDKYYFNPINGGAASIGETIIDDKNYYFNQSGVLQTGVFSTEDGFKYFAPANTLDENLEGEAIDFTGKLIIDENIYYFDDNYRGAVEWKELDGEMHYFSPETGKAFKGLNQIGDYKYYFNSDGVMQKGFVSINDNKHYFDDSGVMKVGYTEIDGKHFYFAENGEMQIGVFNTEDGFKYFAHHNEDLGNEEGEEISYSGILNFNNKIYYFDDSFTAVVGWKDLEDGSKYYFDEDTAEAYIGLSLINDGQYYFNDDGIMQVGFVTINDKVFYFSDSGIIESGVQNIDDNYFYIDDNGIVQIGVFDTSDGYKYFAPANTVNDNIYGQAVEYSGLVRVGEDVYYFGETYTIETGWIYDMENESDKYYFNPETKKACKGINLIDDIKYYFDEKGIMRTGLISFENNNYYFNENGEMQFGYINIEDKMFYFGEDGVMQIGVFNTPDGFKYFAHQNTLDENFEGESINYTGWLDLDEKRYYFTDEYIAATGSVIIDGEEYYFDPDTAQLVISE
PrPC TRFRET – inhibitors of human cell surface prion protein PrPC | TR-FRET read-out | P04156 | 370,000 compounds, 0.43% hits | inhibition, % at 13.8 µM; in the data active = inhibition above about 24%; also: 0% = median of the test wells and 100% = reference compound wells
PfHsp40 yeast – compounds rescuing yeast from Plasmodium falciparum HSP40 toxicity | 340,000 compounds, 0.68% hits | S. cerevisiae expressing PfHsp40, growth rescue, ATP luminescence | growth rescue, % at 12.5 µM; in the data active = growth rescue above about 28%, passing the limit was not always enough; inconclusive = no clear call, values can overlap the other calls;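 also: yeast W303a lacking pdr1 and pdr3 grown in galactose medium; growth measured after three days at 30 °C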
FadD28 binding – M. tuberculosis FadD28 bisubstrate binding inhibition; FadD28 bisubstrate probe binding, fluorescence polarization; inhibition, % at 12.5 µM; 360,000 compounds, 0.22% hits; AID 588549; in the data active = inhibition above about 8.5%, passing the limit was not always enough; inconclusive = no clear call, values can overlap the other calls
Anthrax LF prot – blocks Bacillus anthracis lethal factor protease. P15917. multiplex microsphere protease cleavage assay, LF. inhibition, % at 10 µM. 360,000 compounds, 0.12% hits; also: plate controls were buffer without enzyme for full effect and enzyme alone for no effect
BoNT F protease – inhibitors of Botulinum neurotoxin F light chain protease. Multiplex microsphere protease cleavage assay, flow cytometry. inhibition, % at 10 µM. 360,000 compounds, 0.22% hits. AID 588497; in the data active = inhibition above about 35%, passing the limit was not always enough; inconclusive = no clear call, values can overlap the other calls; also: plate controls were buffer without enzyme for full effect and enzyme alone for no effect
CCHFV vOTU inh – blocks the CCHF virus ovarian tumor domain protease; CCHFV vOTU protease, Pep-AMC fluorescence; inhibition, % at 11.5 µM; 370,000 compounds, 0.55% hits; AID 651958; in the data active = inhibition above about 30%; also: 0% = vehicle wells with enzyme and 100% = no enzyme wells
* = called active by the depositor; ? = inconclusive; · = no result given. Rule as the data show it, unless noted: active = inhibition above about 30%; inconclusive = no clear call, values can overlap the other calls; inactive = below that.

SMILES	Yp Topo-I inh	BoNT A protease	TcdB inh	PrPC TRFRET	PfHsp40 yeast	FadD28 binding	Anthrax LF prot	BoNT F protease	CCHFV vOTU inh
O=C1C2C3C=CC(C3)C2C(=O)N1c1ccc(-c2nc3ccccc3o2)cc1 (stereo not given)	-7	0.4	·	-3	-1.3	-3.3	-2	8	2
Cc1ccc(NC(=O)N2CCCC2C(=O)NCc2cccs2)cc1 (stereo not given)	-2	-1.4	·	1	2.5	1.3	0	-12	5
CCOC(=O)NC(=O)COC(=O)CNC(=O)c1ccc(OCC)c(OCC)c1	6	-0.1	0.6	1	1.3	-2.4	-1	-4	-7
CC1CCC2(CC1)NC(=O)N(CC(=O)NCc1ccc(F)cc1)C2=O (stereo not given)	5	1.3	1.1	-3	0.4	0.1	-3	-1	1
CCN(CC(=O)Nc1cc(Cl)ccc1C)C(=O)CSCc1c(C)noc1C	0	0.8	1.1	8	0.2	-2.1	-5	-1	1
Cc1nnc(SCC(=O)NCc2ccccc2Cl)[nH]c1=O	1	0.3	1.1	-2	-1.5	-1.3	-1	-7	-18
CNC(=O)C1CC(=O)N(CCCc2ccccc2)C(=Nc2ccccc2)S1 (stereo not given)	4	-0.4	·	-2	0.6	-2.8	0	-9	6
CCCS(=O)(=O)c1c(S(=O)(=O)CCC)c2c(N)cccn2c1C(=O)c1ccc(OC)cc1	-1	2.0	0.0	6	-0.8	0.2	-2	-2	3
Cc1cc(CNC(=O)COc2ccccc2)c2ccccc2n1	4	-1.9	0.1	-5	0.1	-2.1	-3	-3	-4
c1ccc2[nH]c(CCNC3CCCCC3)nc2c1	1	1.1	·	-4	0.3	-3.6	5	7	2
Cc1ccccc1C(=O)OCC(=O)N(C)c1c(N)n(Cc2ccccc2)c(=O)[nH]c1=O	6	-0.6	1.2	-2	0.2	-3.8	1	-8	-6
O=C(CCCNS(=O)(=O)c1cccs1)N1CCN(c2ccc(F)cc2)CC1	8	0.7	·	-4	2.0	-1.2	-22	6	-8
Cn1c(NCc2ccccc2Cl)nc2ccccc21	0	0.9	1.8	-9	-0.9	-2.3	2	-8	-3
CCOC(=O)C(NC(C)=O)(Nc1ccc(S(=O)(=O)Nc2cc(C)on2)cc1)C(F)(F)F (stereo not given)	0	0.8	·	5	-1.5	-3.4	1	-12	13
COc1ccc(S(=O)(=O)Nc2c(C)n(C)n(-c3ccccc3)c2=O)cc1C(=O)O	-1	-3.8	0.7	-4	-1.4	-2.4	-12	25	5
O=C(CCN1C(=O)c2ccccc2C1=O)Nc1cccc(S(=O)(=O)N2CCCCC2)c1	4	0.9	·	1	0.1	1.0	-21	0	-3
Cc1ccn2c(NC3CCCCC3)c(-c3ccc(SC4CCCCC4)cc3)nc2c1	·	-0.1	-1.5	4	·	·	-8	-1	-1
COc1ccc(NC(=O)CN2CCCC(C)C2)c([N+](=O)[O-])c1 (stereo not given)	-6	-1.2	·	-15	-1.2	-2.4	-2	6	16
COc1ccc(C(=O)NCC(=O)OCC(=O)Nc2cc(OC)ccc2OC)cc1	-15	-0.6	·	2	1.0	-1.7	-13	1	0
O=Cc1ccc(OCC(=O)Nc2ccccc2C(F)(F)F)cc1	6	-0.2	0.7	0	-0.7	2.0	-2	6	-1
O=S(=O)(Nc1ccc(NS(=O)(=O)c2ccccc2)c(Cl)c1)c1ccccc1	-8	0.4	-1.0	12	-0.3	1.0	3	-2	2
Cc1ccc(C)c(N2N=C(C(=O)OCc3nnc(-c4ccccc4)o3)CCC2=O)c1	-4	4.8	-0.3	0	0.3	1.1	-1	7	9
CCOC(=O)c1cc(-c2ccccc2)sc1NC(=O)CSc1nnc(N)s1	12	-0.2	1.9	4	0.1	-4.8	-3	-1	5
COc1cccc(CN(C)CC(=O)Nc2ccccc2C(=O)NC2CC2)c1	4	-0.1	-0.4	-4	-1.7	-1.4	9	-6	4
O=C(c1cnc2ccccc2n1)N1CCN(c2ccc(C(F)(F)F)cn2)CC1	-6	-0.1	0.2	-3	-0.2	-1.1	-4	?	0
C/C(=N\NC(=O)C1(C)NC(C)(C)Cc2ccccc21)c1ccccc1 (stereo not given)	10	-0.5	0.0	-6	-0.2	-1.8	-2	-5	9
O=C(Cc1coc2cc(O)ccc12)NNC(=O)c1cccs1	-1	-0.4	19*	0	-1.7	-0.4	0	9	-4
COc1ccc(C(=O)N2CCCC(CNC(=O)c3ccccc3Cl)C2)o1 (stereo not given)	2	-0.5	0.6	1	-0.3	-3.7	-2	-1	-5
O=C(O)CCc1ccc(-c2ccc(Br)cc2)n1Cc1ccco1	-1	-0.6	·	1	6.7	3.6	-1	-6	-2
COC(=O)c1c(C)[nH]c(C(=O)C(C)[N+]23CCN(CC2)CC3)c1C (stereo not given)	20	-0.4	0.4	8	-1.2	-0.5	-3	-5	3
Cc1ccc([C@H]2C[C@H](O)[C@@H](n3cc(-c4ccc(F)cc4)nn3)CN2C(=O)C2CCCCC2)cc1	11	-0.7	1.2	6	·	-1.7	-4	-6	13
N#CCCSc1nc(N2CCOCC2)c2c(c1C#N)CCCC2	0	-0.6	·	4	1.5	-4.4	7	-1	-7
CCOC(=O)C(CCCCP(=O)(c1ccccc1)c1ccccc1)(NC(C)=O)C(=O)OCC	-2	-3.0	-1.1	-7	1.6	-1.5	-6	?	2
CCOC(=O)c1ccccc1NC(=O)COC(=O)CCNS(=O)(=O)c1cccs1	17	-0.1	-0.6	12	-0.6	-4.6	1	19	17
O=C(c1ccc(COc2c(F)c(F)cc(F)c2F)o1)N1CCN(c2ccccc2)CC1	3	0.0	·	-1	13	-1.4	-2	-22	0
COc1cccc(Cn2c(Oc3ccccc3)nc3c2c(=O)n(C)c(=O)n3C)c1	24	0.4	·	6	-0.7	-0.4	6	1	6
O=C(COC(=O)c1ccc[nH]c1=O)NCC12CC3CC(CC(C3)C1)C2	9	-1.1	-0.6	5	-0.7	-1.2	-7	-17	4
Cc1ccc(CN2CCN(/N=C/c3cccnc3)CC2)c(C)c1	13	-0.2	-0.7	0	1.2	0.6	-2	-11	-9
O=C(CSc1nc2nn(-c3ccccc3)c(=O)c-2c2n1CCCCC2)NCCCc1ccccc1	12	-0.5	1.2	-1	0.8	0.5	-4	-4	9
COc1ccccc1-n1nnnc1SCC(=O)NC1CC1	-3	2.2	1.2	-8	0.4	0.7	1	16	-3
OCC[C@@H]1C[C@@H](O)[C@H](O)[C@]2(CCc3ccccc3O2)O1	7	-0.2	0.4	-4	-1.0	0.7	-3	-6	5
CCc1ccc(C2CC(c3ccccc3)n3ncnc3N2)cc1 (stereo not given)	17	-1.1	1.1	-6	0.7	0.7	-9	-10	2
CSCC[C@H](NC(=O)[C@@H]1Cc2ccccc2CN1)C(=O)Nc1cccc(C)c1	-4	-1.5	-1.6	7	-1.3	-1.2	-5	-2	3
COc1ccccc1CNC(=O)c1ccc(CS(=O)(=O)c2ccccc2)o1	7	-0.4	1.1	7	0.4	-3.2	0	2	-4
CC1CCCC(NC(=O)CN2C(=O)COc3ccccc32)C1C (stereo not given)	5	1.1	-0.4	-4	-0.6	0.0	1	-1	3
O=C(NCCOc1ccccc1F)c1cc([N+](=O)[O-])ccc1N1CCOCC1	-4	·	0.3	-9	-1.0	-0.9	·	·	-4
C[C@]12c3[nH]c4ccc(Cl)cc4c3CCN1C(=O)[C@@H](CC(=O)NCCCn1ccnc1)C[C@@H]2C(=O)N1CCOCC1	4	0.4	-0.4	2	0.8	-3.2	-3	-6	9
Nc1n[nH]c(-c2ccc([N+](=O)[O-])cc2[N+](=O)[O-])n1	2	-0.6	1.3	-42	3.5	-1.7	-9	-7	6
Cc1ccc(CSc2nc3c(cc2C#N)CCC3)cc1	3	-0.6	·	-1	-0.9	0.3	-4	-4	11
COCCn1c(SCC(=O)NCc2ccc3c(c2)OCO3)nc2ccccc2c1=O	-2	-0.1	2.7	-8	0.6	-2.6	-2	2	6
Cn1cnnc1SCc1ccc(C(=O)n2ncc(C#N)c2N)cc1	6	-0.8	·	1	-2.3	-1.1	-3	-18	-4
Cn1c(CNC(=O)c2ccco2)nnc1SCC(=O)N1c2ccccc2Sc2ccccc21	12	-1.9	·	1	-0.5	-1.3	-13	-2	9
Cc1c(Br)c(C(F)(F)F)nn1CC(=O)NCCCn1ccnc1	-7	-0.6	2.5	-8	0.6	-2.9	-2	-5	0
O=C(COC(=O)c1ccco1)NCCNC(=O)COC(=O)c1ccco1	-1	-3.7	-1.3	-3	-0.6	-1.8	-6	-13	-5
CCCCN(C(=O)c1cc(S(=O)(=O)N2CCOCC2)ccc1Cl)c1c(N)n(CC(C)C)c(=O)[nH]c1=O	7	-5.4	0.8	2	-1.2	-2.4	2	0	12
OCCN1CN=C(Nc2nc3ccccc3s2)NC1	4	-2.4	·	10	-1.5	-4.3	-4	-10	5
CC(C)(C)NC(=O)CC1C[C@H](C(=O)N2CCOCC2)[C@@]2(CCC3CCCC3)c3[nH]c4ccccc4c3CCN2C1=O (stereo not given in full)	24	0.0	1.2	14	-1.9	-4.0	-3	1	10
Cc1ccc(C(=O)NCC(=O)OCC(=O)NC2CCCCCCC2)cc1	13	0.8	-1.4	-2	-0.6	-2.9	-2	2	9
CC(=O)Nc1ccc(S(=O)(=O)N(C)CC(=O)OCC(=O)c2ccc3c(c2)NC(=O)CO3)cc1	-7	2.0	-0.6	-2	-1.4	-1.1	-2	-4	9
O=C(CNC(=O)c1ccc(S(=O)(=O)N2CCCC2)cc1)N/N=C/c1ccc(Cl)cc1Cl	29	-0.5	0.4	-5	-1.6	-0.4	-2	0	10

5 records drawn at random from those above:
SMILES	Yp Topo-I inh	BoNT A protease	TcdB inh	PrPC TRFRET	PfHsp40 yeast	FadD28 binding	Anthrax LF prot	BoNT F protease	CCHFV vOTU inh
O=C(COC(=O)c1ccco1)NCCNC(=O)COC(=O)c1ccco1	-1	-3.7	-1.3	-3	-0.6	-1.8	-6	-13	-5
CCCCN(C(=O)c1cc(S(=O)(=O)N2CCOCC2)ccc1Cl)c1c(N)n(CC(C)C)c(=O)[nH]c1=O	7	-5.4	0.8	2	-1.2	-2.4	2	0	12
O=C(CNC(=O)c1ccc(S(=O)(=O)N2CCCC2)cc1)N/N=C/c1ccc(Cl)cc1Cl	29	-0.5	0.4	-5	-1.6	-0.4	-2	0	10
CC(=O)Nc1ccc(S(=O)(=O)N(C)CC(=O)OCC(=O)c2ccc3c(c2)NC(=O)CO3)cc1	-7	2.0	-0.6	-2	-1.4	-1.1	-2	-4	9
OCCN1CN=C(Nc2nc3ccccc3s2)NC1	4	-2.4	·	10	-1.5	-4.3	-4	-10	5

Other results.
SMILES	Yp Topo-I inh	BoNT A protease	TcdB inh	PrPC TRFRET	PfHsp40 yeast	FadD28 binding	Anthrax LF prot	BoNT F protease	CCHFV vOTU inh
Cc1ccc(Cn2cc(C=O)c3ccccc32)cc1	13	3.7	-0.5	13	7.3	-3.8	-8	-3	-6
Cc1ccc(N(CCCCN2C(=O)c3ccccc3C2=O)C(=O)c2ccc(Cl)s2)cc1	12	-0.5	·	-3	0.1	-0.8	-2	-5	-15
Cc1cc(C)c(C(N)=O)c(SCC(=O)c2ccc(Cl)cc2)n1	6	0.4	1.2	-2	1.6	0.5	-4	18	0
CCOc1ccccc1N(CC(=O)NCCSCc1ccco1)S(=O)(=O)c1ccccc1	1	-4.8	1.3	-4	-0.8	-3.0	-3	-9	18
COc1ccc(NC(=O)CCNC(=O)Cn2ccc3ccccc3c2=O)c(OC)c1	3	0.5	·	-4	1.3	-0.4	9	-3	6
CCN(CC)C(=O)c1[nH]cnc1C(=O)N[C@@H](Cc1ccccc1)C(=O)OCc1ccccc1	13	0.1	0.1	1	0.5	-2.9	0	-3	4
C[C@@H]1CC=C[C@H]2[C@H]1C(=O)N(Cc1ccccc1)[C@H]2c1ccoc1	14	0.2	1.2	-2	0.0	-1.8	-3	-3	-2
Cc1cccc(C(=O)NC(=S)Nc2ccccc2C(F)(F)F)c1	14	-0.1	·	11	-0.8	-6.7	-1	-3	4
COc1cccc(NC(=O)Cn2c(-c3cncs3)nc3ccccc32)c1	-4	0.6	·	-1	1.0	-1.8	5	7	2
O=C(N/N=C/c1cccnc1)c1ccc([N+](=O)[O-])cc1Cl	-4	0.8	·	-24	-2.3	-1.6	-2	-1	9
O=C(COC(=O)CNC(=O)c1ccccc1)NCCCc1ccccc1	-2	0.3	0.5	10	0.7	-0.2	16	-8	6
